HT1080NT lethal – qHTS for induction of synthetic lethality in tumor cells producing 2HG: qHTS for the HT-1080-NT fibrosarcoma cell line; HT-1080-NT fibrosarcoma viability, CellTiter-Glo ATP luminescence, 48 h; Potency, µM (doses to about 46.1 µM), without a hit: at the highest dose activity, negative = less viability, actives largely listed as cytotoxic; 360,000 compounds, 1.6% hits; AID 686970, 2013;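 further: NT is the 2HG producing partner of a matched IDH1 knockdown line; potency means the concentration at half of the fitted maximal effect; 0% = DMSO-treated cells and -100% = media-only wells without cells; nearly all actives have a fitted effect of over 55% in size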
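Fibrosarcoma NT cells, 750 per well in 5% FBS RPMI, were exposed to compound for 48 hours. Viability: CellTiter-Glo luminescence.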
D3 ag – qHTS of D3 Dopamine Receptor Agonist: qHTS; D3R DiscoveRx beta-arrestin cells, luminescence, 90 min; max activation, %; 410,000 compounds, 0.58% hits; AID 652048, 2013; in the data active means max activation above about 30%; further: 0% is about no effect; mostly tested at two doses, the higher about 12 µM
Target sequence (P35462 whole entry, looked up): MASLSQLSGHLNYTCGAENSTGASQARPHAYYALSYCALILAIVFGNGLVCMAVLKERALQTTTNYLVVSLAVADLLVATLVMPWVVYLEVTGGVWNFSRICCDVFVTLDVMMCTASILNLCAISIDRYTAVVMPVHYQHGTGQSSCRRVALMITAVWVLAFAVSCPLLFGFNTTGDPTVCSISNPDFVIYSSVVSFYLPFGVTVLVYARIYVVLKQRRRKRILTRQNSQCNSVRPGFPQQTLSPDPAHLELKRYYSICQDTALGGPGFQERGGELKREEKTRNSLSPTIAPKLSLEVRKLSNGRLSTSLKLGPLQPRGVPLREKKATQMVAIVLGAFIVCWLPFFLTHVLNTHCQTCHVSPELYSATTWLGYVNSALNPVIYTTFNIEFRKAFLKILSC
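Agonist mode: compounds and dopamine controls were applied to plated cells for 90 min at 37 degrees C after an overnight attachment at 1500 cells/well. Luminescent read-out followed 30 - 60 minutes at room temperature with DiscoveRx detection reagent.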
HEK293 tox – qHTS of GLP-1 Receptor Inverse Agonists: Cytotox Screen; HEK293 cAMP-luciferase reporter cells, luminescence, 24 h; Potency, µM (top dose mostly 38.3 µM), inactives show at the top dose activity change, negative = inhibition, usual class: inhibitors; 410,000 compounds, 0.13% hits;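 further: loss of luciferase light is scored as toxicity; potency means the concentration at half of the fitted maximal effect; on the % scale 0 is the no-effect control and ±100 the full control effect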
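Cells in DMEM/10% Nu serum/1% pen-strep, 1536-well format. Pre-incubated 12 h, dosed with 23 nL compound, incubated a further 24 h. Luciferase detection, 12 min at room temp, luminescence.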
HT1080 IDH1KD tx – qHTS for induction of synthetic lethality in tumor cells producing 2HG: qHTS for the HT-1080-IDH1KD cell line; HT-1080 IDH1 knockdown viability, ATP luminescence, 48 h; Potency, µM (highest dose often 46.1 µM), for the others: top-dose activity, negative = toxicity, actives largely listed as cytotoxic; 360,000 compounds, 2% hits; AID 686971, 2013;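 further: potency means the concentration at half of the fitted maximal effect; 0% = DMSO wells and -100% = cell-free medium wells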
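Luminescent ATP read-out (CellTiter-Glo, 10 min at room temperature) after 48 h compound exposure at 37 °C gave viability of IDH1-knockdown HT-1080 cells. Activity was normalised to DMSO and cell-free wells, then fitted as concentration-response curves.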
IL-1B inflam inh – qHTS for Inhibitors of Inflammasome Signaling: IL-1-beta AlphaLISA Primary Screen | AID 743279, 2014 | activity change, % at 57.5 µM | 360,000 compounds, 4.7% hits | THP-1 LPS/ATP IL-1B secretion, AlphaLISA, 16 h; hits give low values; in the data active means activity change below about -50%; inconclusive means mostly about -30% to -49%; further: on the % scale 0 is the no-effect control and ±100 the full control effect
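Secreted IL-1B measured by AlphaLISA bead assay after 16 h compound exposure of THP-1 cells; compounds (final up to 57.5 uM) added 1 h before LPS (250 ng/mL) and ATP (1.25 mM) stimulation; lower signal means less secretion.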
KB-V1 cytotox – qHTS assay for MDR1-selective chemotherapeutics: Primary screen using the drug-selected MDR subline cells KB-V1; KB-V1 MDR cells viability, CellTiter-Glo, 72 h; Potency, µM (doses to about 46.1 µM), for inactives: top-dose activity change, negative = cytotoxicity, usual class: cytotoxic; 400,000 compounds, 3.4% hits; AID 1347076, 2019; further: potency means the concentration at half of the fitted maximal effect; on the % scale 0 is the no-effect control and ±100 the full control effect; nearly all actives have a fitted effect of over 60% in size
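KB-V1 MDR subline cells in DMEM (phenol-red free, 10% FBS) exposed to compounds in qHTS concentration series for 72 h at 37 degrees C. Viability read by CellTiter-Glo luminescence; concentration-effect curves fitted after normalization and correction.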
SW480 rerep – A quantitative high throughput screen for small molecules that induce DNA re-replication in SW480 colon adenocarcinoma cells. SW480 DNA re-replication, Hoechst DNA content imaging, 48 h. Potency, µM (series often up to 46.1 µM), for the others: top-dose re-replication activation, hits mostly activators. 340,000 compounds, 1.8% hits; further: potency means the concentration at half of the fitted maximal effect; % of control where 0% means no effect; nearly all actives have a fitted effect of over 55% in size
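Treated cells incubate 48 hr (37 C, 5% CO2), are stained 40 min with Hoechst, and nuclear fluorescence is enumerated; a rise in nuclei with high DNA signal marks re-replication.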
MCF10A rerep – A quantitative high throughput screen for small molecules that induce DNA re-replication in MCF 10a normal breast cells; MCF 10A DNA re-replication, Hoechst nuclear intensity, 48 h; Potency, µM (series often up to 46.1 µM), without a hit: at the top dose activity, positive = re-replication, actives largely listed as activators; 350,000 compounds, 2.9% hits; AID 624296, 2012; further: potency means the concentration at half of the fitted maximal effect; % of control where 0% means no effect; nearly all actives have a fitted effect of over 50% in size
KB-3-1 cytotox – qHTS assay for MDR1-selective chemotherapeutics: Primary screen using the parental adenocarcinoma cell KB-3-1. 400,000 compounds, 1.4% hits. KB-3-1 viability, CellTiter-Glo ATP luminescence, 72 h. AID 1347075, 2019. Potency, µM (series often up to 46.1 µM), inactives show at the top dose activity change, negative = cytotoxic, most hits filed as cytotoxic; further: potency means the concentration at half of the fitted maximal effect; on the % scale 0 is the no-effect control and ±100 the full control effect; nearly all actives have a fitted effect of over 60% in size
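Cells are dispensed, compounds pinned in, plates held at 37 °C for 72 h, then CellTiter-Glo is added and luminescence read after 10 minutes. Cell line: parental KB-3-1 in phenol-red-free DMEM, 10% FBS.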
* hit, by the source's call; i = inactive; ? = inconclusive; . = not tested or not shown; & = joins results of further samples; [ ] = another dose, or the depositor's remark. Unless noted, the call rests on the fitted dose curve; in most records, active means well fitted curve in the direction sought with a large enough effect; inconclusive means small, poorly fitted or top-dose-only effect, or another doubt; inactive means no such curve, though single readings can be large; an effect the other way counts as inactive or inconclusive.

SMILES	HT1080NT lethal	D3 ag	HEK293 tox	HT1080 IDH1KD tx	IL-1B inflam inh	KB-V1 cytotox	SW480 rerep	MCF10A rerep	KB-3-1 cytotox
C[C@H]1CN([C@@H](C)CO)C(=O)CCCn2nncc2CO[C@H]1CN(C)C(=O)c1ccccc1	-5%	0	5%	1%	11	?	.	.	17%
C=CCSc1nc(O)c(C2OC(=O)c3c2ccc(OC)c3OC)c(=O)n1-c1ccccc1 (configuration not stated)	0%	-1	8%	8%	-3	?	-15%	3%	15%
Nc1nc(N2CCN(c3ccc(F)cc3)CC2)n[nH]1	20%	4	17%	0%	22	16%	-3%	-6%	-3%
CCOc1ccccc1NC(=O)CSCC(=O)Nc1ccccc1	3%	-10	-3%	2%	6	?	-5%	2%	8%
COC(=O)CNC(=O)c1cc(-c2ccncc2)nc2c(C)c(Cl)ccc12	-22%	-4	1%	-14%	-100*	2%	-2%	3%	16%
Cc1ccc(NC(=O)CSc2nnc(-c3ccco3)n2N)cc1F	0%	-16	2%	-29%	0	11%	-18%	8%	-8%
CCCOc1ccc2[nH]c(C(=O)N/N=C/c3cc(OC)c(OC)c(OC)c3)cc2c1	8%	7	-4%	10%	0	-6%	4%	?	?
CCn1c(SCC(=O)N2c3ccccc3CC2C)nnc1-c1ccco1 (configuration not stated)	2%	-3	-5%	-8%	-4	-20%	1%	2%	-2%
C=CCN(C(=O)CSc1nnnn1C)c1nc(-c2ccccc2)cs1	-1%	-2	4%	0%	6	-20%	3%	1%	18%
COC(=O)C1=CN(Cc2ccc(F)cc2)C=C(C(=O)OC)C1c1cc(OC)c(OC)c(OC)c1	-21%	5	39%[activator]	-18%	-18	-17%	23%	2%	-4%
O=C(CN1CCCC1)N1CCCc2c1c(=O)oc1ccc(OCc3ccccc3)cc21	?	25	-10%	?	-8	18µM*	?	5%	7%
COc1ccccc1NC(=O)C1CCCN(S(=O)(=O)c2ccc3c(c2)CC(C)N3C(C)=O)C1 (configuration not stated)	-1%	4	-2%	-14%	1	-13%	6%	9%	-17%
COc1ccc(Cl)cc1C(=O)Nc1ccncc1	0%	-2	-5%	-5%	-66*	-28%	-56%[inhibitor]	2%	0%
Cn1ccc2c(-c3ccc(F)nc3)cc3c(c21)C1CCC3O1 (configuration not stated)	12%	-4	-1%	20%	55	11%	.	.	0%
C/C=C\C(=O)Nc1cccc(C2=NOC3(C2)C[C@H](C(N)=O)N(C(=O)/C=C/CC)C3)c1 (some centres not stated)	4%	7	0%	7%	3	?	?	-1%	4%
CC(=O)NN1C(=O)c2ccccc2NC1c1ccc(N(C)C)cc1 (configuration not stated)	9%	-1	4%	19%	-16	26%	6%	1%	24%
CCOc1ccc(N=C2NC(=O)S/C2=C\c2ccc(Cl)cc2)cc1	-5%	-1	65%[activator]	?	-12	2%	0%	-4%	0%
COc1ccc(OCC(=O)NC(=S)N2CCCc3ccccc32)cc1	-1%	-4	1%	-1%	0	?	1%	4%	2%
CN(C)N1C(=O)CC(C)(c2ccc([N+](=O)[O-])cc2)C1=O (configuration not stated)	10%	-1	5%	13%	0	-7%	-3%	7%	-13%
CCC(C)c1ccc(NC(=O)C2=CC=CN3CCS(=O)(=O)N=C23)cc1 (configuration not stated)	-2%	7	3%	-2%	14	-1%	-4%	-3%	?
CCCCS(=O)CC(O)COc1ccc(C(C)(C)C)cc1 (configuration not stated)	-3%	-1	6%	?	-12	21µM*	2%	?	-12%
FC(F)(F)c1cc(-c2cccs2)nc(NCc2ccco2)n1	2%	-14	5%	-7%	-11	-7%	-1%	13%	1%
O=C(CSc1n[nH]c(-c2cc(Cl)ccc2Cl)n1)NCCN1C(=O)CSC1=O	-4%	-1	68%[activator]	-1%	15	19%	-2%	1%	-9%
C=CCN1C(=O)C(Cc2ccccc2)SC1=Nc1ccc(C(=O)O)cc1 (configuration not stated)	9%	0	0%[1.53 µM]	3%	9	1%	0%	-2%	18%
COc1ccc(Cl)cc1N(CC(=O)Nc1ccccc1C(=O)NCc1ccco1)S(C)(=O)=O	2%	9	-13%	0%	-22	?	-2%	-3%	2%
CCOc1ccc(CN2CCC(n3nccc3NC(=O)c3ccccc3OC)CC2)cc1	-5%	-13	2%	1%	-21	-7%	15%	21%	-2%
COc1ccc(NC(=O)NCc2ccco2)cc1OC	-3%	0	3%	2%	-16	3%	-4%	12%	-19%
COC(=O)c1cc2c([nH]c1=O)CCCC2=O	-3%	22	1%	-3%	20	?	0%	-16%	-7%
CCNC(=S)Nc1ccc(C)c(S(=O)(=O)Nc2ccccc2OC)c1	7%	-6	-5%	-10%	-16	-8%	-4%	17%	4%
CCCCn1c(N)c(N(CCOC)C(=O)C(C)N2C(=O)c3ccccc3C2=O)c(=O)[nH]c1=O (configuration not stated)	5%	2	0%	11%	-4	0%	-1%	-1%	-4%
COc1cccc(CC(=O)OCC(=O)NC2CCCCCC2)c1	26%	2	-13%	3%	-1	2%	-15%	3%	-3%
CC1(C)CC(=O)C(C=NCc2cccnc2)=C(O)C1	4%	1	1%	7%	4	13%	-6%[9.22 µM]	-3%	0%
Cc1ccc(C)c(-n2nnnc2SCC(=O)c2ccc3c(c2)NC(=O)CO3)c1	-22%	2	?	-21%	43	-5%	0%	?	3%
CCNc1nc(CN2CCCCC2)nc2scc(-c3ccccc3)c12	-24%	-5	?	?	-91*	?	-6%	-1%	?
CCOP(=O)(c1ccccc1Cl)C1(O)CCCCC1 (configuration not stated)	12%	3	-7%	14%	26	28%	-4%	-4%	-3%
O=S(=O)(c1ccc(Br)s1)N1CCCCC1	-14%	-11	0%	-5%	-6	-2%	0%	-24%	-12%
Cc1ccc(NC(=O)CN2C(=O)CC(c3ccc(C)c(C)c3)=Nc3ccccc32)cc1	.	-4	-2%	.	.	-11%	.	.	1%
CC(C)n1ncc2c(C(=O)NCc3cccnc3)cc(C3CC3)nc21	11%	-7	3%	0%	?	-1%	0%	1%	-1%
CCOC(=O)c1c(NC(=O)CCl)sc(CN(C)C)c1-c1ccccc1	?	-13	-5%	?	-98*	-22%	?	?	?
COc1ccccc1-c1sc2ccccc2c1-c1ccc(O)cc1	-4%	-5	0%	-12%	7	-4%	16µM*	?	0%
O=C(COC(=O)C1CCN(S(=O)(=O)c2ccccc2)CC1)NC(=O)c1ccc(OC(F)F)cc1	-1%	0	15%	1%	8	2%	-2%	2%	5%
COc1ccc2[nH]c(CN3CCC(CO)(CCOc4ccccc4)CC3)c(C)c2c1	15µM*	2	?	23µM*	-202*	?	-42%[inhibitor]	21µM*	-2%
O=C1C2=C(CCCC2)C(=O)N1CNc1ccccc1	2%	2	-17%	0%	-13	18%	17%	-1%	0%
COc1ccccc1OC(C)C(=O)N(Cc1ccco1)C1CCS(=O)(=O)C1 (configuration not stated)	-1%	4	13%	0%	3	-16%	-5%	-6%	9%
CC(C)(C)NC(=O)CSc1nc(N)c(-c2ccccc2)c(=O)[nH]1	10%	10	0%	12%	3	0%	-3%	-20%	-4%
O=C(COc1ccccc1Cl)Nc1ccccc1C(=O)N1CCOCC1	-5%	-4	-6%	-8%	i	?	-32%[inhibitor]	?	7%
O=C(CCN1N=C(c2ccccc2)CCC1=O)NCC1CCCO1 (configuration not stated)	1%	3	1%	-4%	5	8%	-4%	14%	1%
S=C(NCC1CCCCC1)Nc1ccc(Oc2ccccc2)cc1	0%	8	?	-16%	-77*	?	0%	18µM*	?
O=C1c2ccsc2SCCN1Cc1ccccc1Cl	-8%	-2	-13%	-8%	-14	-10%	-2%	18%	-2%
Cn1c(Cc2ccc3c(c2)OCO3)nnc1SCC(=O)NC(C)(C)C	-2%	0	2%	-3%	12	-3%	8%	6%	1%

Further results.
SMILES	HT1080NT lethal	D3 ag	HEK293 tox	HT1080 IDH1KD tx	IL-1B inflam inh	KB-V1 cytotox	SW480 rerep	MCF10A rerep	KB-3-1 cytotox
[O-]C1=N[N+](=C(c2ccccc2)c2ccccc2)C1	10%	-3	-1%	-4%	5	-3%	4%	-2%	7%
O=C(Nc1ccc(Cl)cc1Cl)C1CCCO1 (configuration not stated)	28%	12	14%	12%	-5	?	1%	-2%	6%
COc1ccc2c(c1)c(CC(=O)OCC(=O)O)c(C)n2C(=O)c1ccc(Cl)cc1	5%	-2&-17	-2%	-9%	28	9%	-18%	4%	0%
CCCOc1ccc(CNC(=O)C2CCN(C(=O)N3CCOc4ccccc43)CC2)cc1	-12%	1	3%	-10%	-18	7%	4%	3%	-7%
Cc1ccc(-c2ccc(=O)n(CC(=O)Nc3cccc(C#N)c3)n2)cc1	.	2	3%	.	.	6%	.	.	5%
COc1ccc(-c2nnn(CC(=O)NCc3ccccc3)n2)cc1OC	-3%	3	-21%	0%[9.24 µM]	38	?	-2%	26%	-9%
O=C(CSc1nc2ncc(Cl)cc2[nH]1)N1CCOCC1	16%	1	-9%	15%	-6	?	-3%	-21%	7%

High-throughput results: PubChem BioAssay, National Center for Advancing Translational Sciences (NCATS)
